# Spn DPM-DC inh = S. pneumoniae DPM-DC inhibitors, primary screen, biochemical, PK/LDH-coupled NADH fluorescence | diphosphomevalonate decarboxylase (Streptococcus pneumoniae D39) | purified DPM-DC | calls only at 10 µM | 65,000 tested, 0.49% active | AID 556, 2006;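 active = the 320 compounds with the highest percent inhibition in the single-dose primary screen, excluding strongly autofluorescent ones, cut at about 32% in these data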;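 note: kinetic rate of NADH fluorescence loss reporting ADP formed by the decarboxylase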
# LYP inhibition = LYP phosphatase inhibitors, primary screen, biochemical, DiFMUP fluorescence, recombinant catalytic domain, 10 µM (AID 606) | 52,000 tested, under 10 active | Tyrosine-protein phosphatase non-receptor type 22 (Homo sapiens) | one-dose inhibition, % at 10 µM; IC50 in µM for titrated hits | recombinant LYP catalytic domain, DiFMUP fluorescence; higher % means a stronger effect;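 active = IC50 under 40 µM in the dose-response test; inactive = IC50 of 40 µM or more, or never dose-tested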
# Spn PMK inh = S. pneumoniae PMK inhibitors, primary screen, biochemical, mevalonate pathway, pilot trial included. phosphomevalonate kinase (Streptococcus pneumoniae D39). purified PMK, PK/LDH-coupled NADH absorbance 340 nm. inhibition, % at 10 µM. 65,000 tested, 0.49% active;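 active = top-ranked compounds by inhibition in the single 10 µM screen, taking a fixed number of the strongest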;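 note: 0% = full reaction with DMSO carrier and 100% = background rate without enzyme reaction; no value below 0 was filed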
# KRASV12 cytotoxicity = cytotoxicity in KRAS-transformed pancreatic duct cells, primary screen, cell-based, fluorescence, HTS (AID 431); cytotoxicity, % at 10 µM, or EC50 in µM where a hit was titrated; HPDE-C7K KRASV12 cells, Alamar Blue viability, 48 h; higher % means a stronger effect; 63,000 tested, 1.7% active;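 active = compounds whose percent cytotoxicity in the single-dose primary screen, scaled between solvent and toxic-drug controls, exceeds 50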;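 note: 0% = DMSO solvent wells and 100% = doxorubicin-treated wells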
# HPDE-C7 viability = cytotoxicity in HPDE-C7 cells, cell-based, fluorescence, HTS (AID 430); HPDE-C7 pancreatic duct cells viability, fluorescence; higher % means a stronger effect; cytotoxicity, % at 10 µM; hits with a dose series show EC50 in µM; 63,000 tested, 1.8% active;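 note: cells exposed to compound for 48 hours before viability readout; 0% = vehicle and 100% = reference cytotoxic drug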
# TNAP inhibition = human TNAP enzyme inhibitors, biochemical, luminescent (AID 518). Alkaline phosphatase, tissue-nonspecific isozyme (Homo sapiens). purified TNAP enzyme, luminescent substrate readout; higher % means a stronger effect. inhibition, % at 20 µM; hits with a dose series show IC50 in µM. 64,000 tested, 0.09% active; in the data active = a potency from the dose series; inactive = the rest, 99 in 100 with inhibition below about 22%;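 note: plate controls were vehicle for no effect and reference inhibitor for full effect; many of its hits are not listed in these tables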
# Bfl-1 inhibitors = Bfl-1 inhibitors, primary screen, biochemical, fluorescence polarization, FITC-Bid, mouse (AID 432); Bcl-2-related protein A1 (Mus musculus); FITC-Bid BH3 peptide fluorescence polarization displacement; higher % means a stronger effect; 64,000 tested, 0.02% active; displacement, % at 20 µM, or IC50 in µM where a hit was titrated; in the data active = a potency from the dose series; inactive = the rest, 99 in 100 with displacement below about 15%; note: strong numbers were not always called active
# Spn MK inh = S. pneumoniae MK inhibitors, primary screen, biochemical, PK/LDH-coupled NADH absorbance; 65,000 tested, 0.48% active; inhibition, % at 10 µM; purified MK, PK/LDH-coupled NADH absorbance 340 nm; AID 555, 2006;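 active = ranked among the strongest by inhibition in the single 10 µM screen, a fixed top-ranked set picked for dose follow-up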; note: no value below 0 was filed
# HT1080 viability = cytotoxicity in HT1080 fibrosarcoma cells, cell-based, fluorescence readout (AID 620). HT1080 viability, fluorescence; higher % means a stronger effect. cytotoxicity, % at 10 µM; hits with a dose series show EC50 in µM. 87,000 tested, 0.42% active;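 note: cells exposed to compound overnight then 4 h with Alamar Blue; 0% = vehicle DMSO and 100% = killing control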
# Spn PMK inh pilot replicates = second read-out of Spn PMK inh, no call of its own (marks repeat the call); inhibition, %; measured here: pilot screen replicates
# Spn MK inh pilot replicates = also measured in Spn MK inh; calls as there; inhibition, %; measured here: pilot screen replicates
# Spn DPM-DC inh pilot screen % = also measured in Spn DPM-DC inh; calls as there; inhibition, %; measured here: pilot screen trials
# The depositor's hits bear a star; i = inactive; nt = not tested or not shown; + = active, no number. Cut-off read from the data, not from the text of the source, unless noted: active = cytotoxicity above about 50%; inactive = the rest.
# Preview:
SMILES,Spn DPM-DC inh,LYP inhibition,Spn PMK inh,KRASV12 cytotoxicity,HPDE-C7 viability,TNAP inhibition,Bfl-1 inhibitors,Spn MK inh,HT1080 viability,others
Cc1ccc(P(=O)(OCCN2CCOCC2)C(C)(C)C)o1 (stereo not given),i,14%,0,-6%,5%,2%,0%,9,1%,
COc1ccc(C)cc1NC(=O)CN1CCN(S(=O)(=O)c2ccc(Br)cc2)CC1,i,16%,6,-6%,-5%,7%,-11%,13,2%,

# The list itself, previewed entries included:
SMILES,Spn DPM-DC inh,LYP inhibition,Spn PMK inh,KRASV12 cytotoxicity,HPDE-C7 viability,TNAP inhibition,Bfl-1 inhibitors,Spn MK inh,HT1080 viability,others
Cc1ccc(P(=O)(OCCN2CCOCC2)C(C)(C)C)o1 (stereo not given),i,14%,0,-6%,5%,2%,0%,9,1%,
COc1ccc(C)cc1NC(=O)CN1CCN(S(=O)(=O)c2ccc(Br)cc2)CC1,i,16%,6,-6%,-5%,7%,-11%,13,2%,
O=C(NCc1ccccn1)c1cc2cc(Br)ccc2oc1=O,i,2%,3,0%,5%,10%,-6%,3,-2%,
CCn1c2c(c3cc(Br)ccc31)CCC/C2=N\O,i,4%,0,11µM*,11µM*,12%,-1%,5,nt,
CSc1ncc(Cl)c(C(=O)Nc2nnc(SC)s2)n1,+,2%,0,1%,5%,10%,-5%,8,4%,
COc1ccccc1N1CCN(C(=O)C2CC=CCC2C(=O)O)CC1 (stereo not given),i,11%,15,19%,10%,22%,-2%,0,5%,Spn PMK inh pilot replicates=6.0;Spn MK inh pilot replicates=2.5;Spn DPM-DC inh pilot screen %=0.0
COc1cccc(CNn2cnnc2)c1OCc1ccc(F)cc1,i,9%,16,-25%,-10%,3%,5%,5,-8%,
CCCCc1cc(=O)oc2cc(C)cc(OCc3nn[nH]n3)c12,nt,17%,13,8%,0%,9%,6%,4,-7%,
O=C(O)CCCC(=O)Nc1ccc(C(=O)NCc2cccnc2)cc1,i,3%,0,11%,10%,12%,-3%,1,31%,
COC(=O)C(NS(=O)(=O)c1ccc(NC(C)=O)cc1)C(C)C (stereo not given),i,7%,13,-12%,-6%,7%,1%,8,3%,
Cc1ccccc1NC(=O)CN(C)S(=O)(=O)c1cccc2cccnc12,i,2%,13,9%,5%,-1%,-3%,6,-2%,
CC(C)C(C(=O)NCc1ccco1)N(C(=O)CNS(=O)(=O)c1ccc(Cl)cc1)C1CCCC1 (stereo not given),i,-6%,0,nt,nt,3%,-5%,0,-4%,

# The last five records of the section before are carried over, then new ones follow.
SMILES,Spn DPM-DC inh,LYP inhibition,Spn PMK inh,KRASV12 cytotoxicity,HPDE-C7 viability,TNAP inhibition,Bfl-1 inhibitors,Spn MK inh,HT1080 viability,others
CCCCc1cc(=O)oc2cc(C)cc(OCc3nn[nH]n3)c12,nt,17%,13,8%,0%,9%,6%,4,-7%,
O=C(O)CCCC(=O)Nc1ccc(C(=O)NCc2cccnc2)cc1,i,3%,0,11%,10%,12%,-3%,1,31%,
COC(=O)C(NS(=O)(=O)c1ccc(NC(C)=O)cc1)C(C)C (stereo not given),i,7%,13,-12%,-6%,7%,1%,8,3%,
Cc1ccccc1NC(=O)CN(C)S(=O)(=O)c1cccc2cccnc12,i,2%,13,9%,5%,-1%,-3%,6,-2%,
CC(C)C(C(=O)NCc1ccco1)N(C(=O)CNS(=O)(=O)c1ccc(Cl)cc1)C1CCCC1 (stereo not given),i,-6%,0,nt,nt,3%,-5%,0,-4%,
COc1cccc(CNCc2ccccn2)c1OC,i,8%,12,8%,1%,6%,-6%,53*,-7%,
CC(c1ccccc1)n1cc(C(=O)NCCCn2ccnc2)nn1 (stereo not given),i,5%,4,13%,17%,12%,-7%,1,-2%,
Cc1noc(C)c1CSc1nc2cc(S(=O)(=O)N3CCOCC3)ccc2o1,i,13%,10,-9%,-27%,12%,1%,5,13%,Spn PMK inh pilot replicates=1.5;Spn MK inh pilot replicates=0.0;Spn DPM-DC inh pilot screen %=4.5
Cn1c(=O)c2c(nc(NCCCO)n2C/C=C/c2ccccc2)n(C)c1=O,i,nt,9,17%,3%,10%,-7%,7,1%,Spn PMK inh pilot replicates=5.0;Spn MK inh pilot replicates=1.0;Spn DPM-DC inh pilot screen %=1.5
Cc1cccc(NC(=O)c2cnc3n(c2=O)CCS3)c1,i,13%,7,nt,nt,nt,nt,0,-6%,
CCOC(=O)N1CCN(S(=O)(=O)Cc2ccccc2)CC1,i,2%,13,3%,-2%,6%,-6%,2,-10%,
CCCS(=O)(=O)N1CCN(Cc2ccccc2C(F)(F)F)CC1,i,2%,7,-2%,-15%,-2%,-6%,0,18%,
COC(=O)c1[nH]c2ccc(Cl)cc2c1NC(=O)CN1CCC(C(N)=O)CC1,i,nt,9,-5%,1%,12%,-5%,6,2%,
O=C(c1ccccc1)c1coc2ccc(O)c(CN3CCOCC3)c12,i,4%,13,7%,6%,3%,3%,8,2%,Spn PMK inh pilot replicates=1.5;Spn MK inh pilot replicates=6.5;Spn DPM-DC inh pilot screen %=3.5
O=S(=O)(Nc1ccc2c(c1)nc1n2CCN(Cc2ccccc2)C1)c1ccc(F)cc1,i,nt,0,12%,24%,10%,1%,8,-6%,
CCSc1nnc(NC(=O)c2csc(C)c2)s1,i,-1%,6,5%,0%,14%,5%,4,26%,Spn PMK inh pilot replicates=0.5;Spn MK inh pilot replicates=0.0;Spn DPM-DC inh pilot screen %=0.5
Cc1ccc(C)c2[nH]c(=O)c(C(c3nnnn3C3CCCC3)N3CCOCC3)cc12 (stereo not given),i,13%,12,7%,11%,15%,-4%,9,-3%,
Cn1c(Cc2ccccc2)nnc1SCC(=O)N1CCN(c2ccccc2)CC1,i,-4%,0,-10%,-13%,8%,-2%,3,-6%,
CN1CCN(CCCNC(=O)c2cc3c(=O)n(C)c4ccccc4c3s2)CC1,nt,-5%,0,10%,6%,4%,3%,12,6%,
Clc1ccc2nc(CN3CCCc4ccccc43)cn2c1,i,12%,0,15%,23%,2%,1%,7,10%,
COc1cc(OC)c(C2N(C)c3ccccc3N2C)cc1OC,i,nt,10,-6%,-16%,22%,4%,13,10%,Spn PMK inh pilot replicates=3.0;Spn MK inh pilot replicates=0.0;Spn DPM-DC inh pilot screen %=2.0
COc1cccc(NC(=O)Cn2cnc3sc(C)c(S(=O)(=O)N4CCN(C)CC4)c3c2=O)c1,i,7%,6,4%,-1%,4%,-4%,10,6%,
[O-]/[N+](=C/c1cccnc1)c1ccc(Br)cc1,i,nt,2,33%,-2%,16%,2%,0,nt,
CC1CSc2nnc(CCc3ccccc3)n21 (stereo not given),i,4%,2,3%,0%,6%,2%,3,-6%,
COc1ccc(C2(C(=O)NCCCN3CCOCC3)CCOCC2)cc1,i,nt,12,-2%,-2%,6%,-11%,3,8%,
COc1ccccc1N1CCN(C(=O)CSc2nc3ccccc3c(=O)n2CC2CCCO2)CC1 (stereo not given),i,nt,11,13%,17%,0%,-6%,3,7%,
Cn1c(C(=O)NCC2CCCO2)cc2c(=O)[nH]c3ccccc3c21 (stereo not given),i,0%,3,5%,-11%,14%,-5%,4,-7%,Spn PMK inh pilot replicates=1.5;Spn MK inh pilot replicates=0.0;Spn DPM-DC inh pilot screen %=0.0
CCn1c(SC/C=C/c2ccccc2)nnc1-c1cccs1,i,nt,9,11%,6%,8%,0%,12,-3%,
CC(=O)Nc1ccccc1C(=O)N1CCc2ccccc21,i,18%,10,-15%,-21%,3%,-3%,0,-2%,
Cn1c(COc2ccccc2)nnc1SCc1cc(=O)[nH]c2ccccc12,i,12%,9,11%,-2%,2%,4%,11,2%,
Cc1ccc2nc(CCc3nc4ccc(C)cc4o3)oc2c1,i,nt,11,2%,-1%,9%,-9%,nt,4%,
COc1ccc(-n2c(=O)cc(N3CCOCC3)[nH]c2=O)cc1,i,nt,9,-1%,-6%,7%,2%,7,-8%,
CC(=O)N1CCN(S(=O)(=O)c2ccc(S(=O)(=O)NCC(C)C)cc2)CC1,i,14%,1,6%,0%,8%,-1%,11,16%,Spn PMK inh pilot replicates=3.0;Spn MK inh pilot replicates=0.0;Spn DPM-DC inh pilot screen %=0.0
Cc1nc(=O)c(-c2ccccc2)c(C)n1-c1cccc(C(=O)O)c1,i,nt,6,0%,5%,0%,1%,9,-24%,
O=C(c1ccc(S(=O)(=O)N2CCCC2)cc1)N1CCN(Cc2ccc3c(c2)OCO3)CC1,i,-9%,10,4%,1%,8%,-3%,11,6%,
O=C(CCCn1c(=S)[nH]c2cc3c(cc2c1=O)OCO3)N1CCN(c2ccc(Cl)cc2)CC1,i,3%,13,6%,10%,3%,-2%,0,2%,
C=CCn1c(=O)c2ccccc2n2c(SCC(=O)Nc3cc(C)on3)nnc12,i,nt,3,2%,-1%,10%,1%,8,1%,Spn PMK inh pilot replicates=1.5;Spn MK inh pilot replicates=0.0;Spn DPM-DC inh pilot screen %=0.0
COc1cccc(-c2nc(-c3ccc(NC(=O)c4cccnc4)cc3)no2)c1,i,2%,0,44%,71%*,8%,0%,8,0%,
COc1cccc(-n2nnnc2SCC(=O)NCc2ccc3c(c2)OCO3)c1,i,-5%,6,-7%,-9%,4%,-1%,4,-6%,
COc1ccc(OC)c(-n2c(SCC(C)=O)nnc2-c2cccc(S(=O)(=O)N(C)C)c2)c1,i,6%,8,0%,0%,8%,-11%,0,-4%,
O=C(Cc1ccccc1)Nc1ccc(N2CCOCC2)cc1N1CCOCC1,i,-6%,14,1%,-4%,1%,2%,16,-5%,
C=CCNS(=O)(=O)c1nc(C)c(Cl)c(C)c1C#N,i,nt,5,-16%,-14%,2%,2%,2,-7%,
Cc1ccc(Nc2nc(Oc3ccc(OCc4ccccc4)nn3)nc(N3CCOCC3)n2)cc1,i,nt,3,17%,27%,13%,-1%,4,-4%,
COC(=O)c1ccccc1N(C)C(=O)C12CCC(C)(C(=O)O1)C2(C)C (stereo not given),i,5%,5,-2%,-3%,8%,-1%,7,0%,
COC(=O)c1ccsc1NC(=O)CN1CCN(c2ccc(F)cc2)CC1,i,7%,5,3%,16%,5%,-6%,0,-1%,
Clc1ccc(CSc2nnc([C@@H]3CCCN3)o2)cc1Cl,i,13%,10,4%,-6%,6%,-8%,2,12%,
CC1(C)CC(=O)C=C(NC2CCS(=O)(=O)C2)C1 (stereo not given),i,4%,0,-16%,-31%,16%,-1%,10,6%,Spn PMK inh pilot replicates=2.0;Spn MK inh pilot replicates=2.5;Spn DPM-DC inh pilot screen %=2.0

# Screening results (PubChem BioAssay)
